Screening results deposited in PubChem BioAssay by NCI.
NCI-60 one-dose screen, 48 h, at 10 µM unless noted. Numbers give growth in % (100 = growth as untreated, 0 = no growth, -100 = all killed).
SNB-75: SNB-75 CNS cancer; 79,000 compounds, 5% hits
SF-539: SF-539 CNS cancer | 81,000 compounds, 6.8% hits | AID 1794752
SNB-19: SNB-19 CNS cancer cells | 81,000 compounds, 2.5% hits
HCC-2998: HCC-2998 colon cancer | 79,000 compounds, 4.7% hits
SW-620: SW-620 colon cancer. 82,000 compounds, 5.2% hits. AID 1794795
DU-145: DU-145 prostate cancer; 81,000 compounds, 4.2% hits; AID 1794760
HT29: HT29 colon cancer; 81,000 compounds, 7.4% hits
KM12: KM12 colon cancer cells | 82,000 compounds, 5% hits
PC-3: PC-3 prostate cancer cells; 80,000 compounds, 3.9% hits; AID 1794754
* marks the source's active call; other numbers are inactive results; & = joins results of further samples; [ ] = remark or other dose. Rule for the calls: active = growth percent below 10; inactive = the rest. No enrichment for hits (roughly 11% active in at least one column).

`CC(C)C(OB(OC(C(C)C)C(C)C)OC(C(C)C)C(C)C)C(C)C` gave SNB-75 110.7, SF-539 103.6, HCC-2998 100.9, SW-620 102.8, DU-145 107.8, HT29 111.7, KM12 107.6 and PC-3 97.0.
For CC(=O)c1ccc(NC(=O)CSc2nc3c([nH]2)c(=O)n(C)c(=O)n3C)cc1 the results were SNB-75 91.9, SF-539 93.9, SNB-19 107.5, HCC-2998 110.5, SW-620 95.4, DU-145 104.6, HT29 97.2, KM12 97.4 and PC-3 101.3.
Screening NC(N)=Nc1ccc(N=C(N)N)cc1 returned SNB-75 91.1, SF-539 96.7, SNB-19 101.4, HCC-2998 102.3, SW-620 107.8, DU-145 112.9, HT29 105.2, KM12 105.6 and PC-3 109.3.
CCc1ccc(C2C3=C(NC(C)(C)NC3Nc3cccnc3)OC2C(=O)c2ccc(N=[N+]=[N-])cc2)cc1 (centres undefined) was read as SNB-75 98.9, SF-539 98.9, SNB-19 102.0, HCC-2998 107.2, SW-620 111.3, DU-145 102.3, HT29 112.6, KM12 104.0 and PC-3 102.3.
Screening COc1cc(C2SCC(=O)N2NC(=O)c2ccc(C)nc2)cc(OC)c1OC (centres undefined) returned SNB-75 92.4, SF-539 95.9, SNB-19 98.5, HCC-2998 98.1, SW-620 101.7, DU-145 134.8, HT29 106.8, KM12 112.8 and PC-3 91.7.
Screening COc1cc(OC)c(S(=O)(=O)NNC(=O)c2ccncc2)cc1C1=NN(C(C)=O)C(c2ccc(Cl)cc2)C1 (centres undefined) returned SNB-75 119.3, SF-539 99.3, SNB-19 101.8, HCC-2998 107.5, SW-620 100.2, DU-145 108.5, HT29 109.1, KM12 104.8 and PC-3 93.7.
Screening COc1ccc(NC(=O)Cn2nncc2CN2C(=O)CSC2=O)cc1 returned SNB-75 111.1, SF-539 109.1, SNB-19 102.8, HCC-2998 118.0, SW-620 101.6, DU-145 109.2, HT29 105.3, KM12 100.8 and PC-3 100.3.
For CN1CCN(CCOC(=O)Nc2ccccc2)CC1 the results were SNB-75 92.3, SF-539 91.5, SNB-19 103.3, HCC-2998 91.8, SW-620 96.8, DU-145 107.0, HT29 91.6, KM12 98.2 and PC-3 98.9.
Screening O=C(Nc1ccccc1)c1cc(=O)c(O)co1 returned SNB-75 69.9, SF-539 102.5, SNB-19 106.9, HCC-2998 105.4, SW-620 98.9, DU-145 105.4, HT29 95.6, KM12 105.5 and PC-3 99.0.
CCCCCCCCCCCCCCCCCC(=O)OCCC(C)CCCC(C)C (centres undefined) was read as SNB-75 103.1, SF-539 114.0, SNB-19 110.5, HCC-2998 99.1, SW-620 103.4, DU-145 123.4, HT29 121.1, KM12 103.6 and PC-3 91.9.
`O=C(N/N=C/c1ccc(O)c(S(=O)(=O)O)c1)C(=O)N/N=C/c1ccc(O)c(S(=O)(=O)O)c1` gave SNB-75 95.2, SF-539 97.2, SNB-19 116.5, HCC-2998 111.9, SW-620 97.0, DU-145 119.6, HT29 108.4, KM12 109.7 and PC-3 98.2.
For COC(=O)[C@H]1CCCN1C(=O)[C@@H]1CCCN1C(=O)[C@H](C)NC(=S)Nc1cc(C(F)(F)F)cc(C(F)(F)F)c1 the results were SNB-75 69.7, SF-539 106.4, SNB-19 92.5, HCC-2998 97.0, SW-620 105.0, DU-145 110.0, HT29 88.9, KM12 78.1 and PC-3 90.0.
`COc1ccc(-c2cc(C(=O)N=Nc3c(O)[nH]c4ccccc34)no2)cc1` gave SNB-75 66.5, SF-539 100.5, SNB-19 91.5, HCC-2998 106.6, SW-620 96.9, DU-145 104.5, HT29 99.5, KM12 101.0 and PC-3 97.5.
For Nc1cc2c(cc1N)-c1ccccc1C2 the results were SNB-75 91.6&71.4, SF-539 92.5&74.9, SNB-19 114.7&97.7, HCC-2998 90.1&102.0, SW-620 100.4&107.9, DU-145 105.9&104.1, HT29 105.4&96.6, KM12 97.1&90.0 and PC-3 104.7&85.0.
FC(F)(F)c1cc(Br)cc(-c2cc(-c3ccc4c(c3)OCCO4)[nH]n2)c1 was read as SNB-75 5.4*, SF-539 -5.3*, SNB-19 34.3, HCC-2998 29.1, SW-620 25.3, DU-145 23.8, HT29 6.7*, KM12 12.3 and PC-3 37.0.
`O=C(C/C(=C/c1ccccc1[N+](=O)[O-])c1nc(=S)[nH][nH]1)c1ccc(Cl)c(Cl)c1` gave SNB-75 71.5, SF-539 91.9, SNB-19 92.3, HCC-2998 113.5, SW-620 102.9, DU-145 105.7, HT29 96.8, KM12 92.3 and PC-3 94.8.
CCC(=O)NC1=C(Cl)C(=O)C(NC(=O)CC)=C(Cl)C1=O was read as SNB-75 106.6, SF-539 117.4, SNB-19 115.2, HCC-2998 102.9, SW-620 -72.1*, DU-145 44.3, HT29 106.1, KM12 108.6 and PC-3 91.4.
For Cc1cc(C)nc(SC2=C(Nc3cccc(Cl)c3C)C(=O)N(Cc3ccccc3)C2=O)n1 the results were SNB-75 50.5[30 µM], SF-539 50.5[30 µM], SNB-19 71.9[30 µM], SW-620 65.4[30 µM], DU-145 70.7[30 µM], HT29 30.2[30 µM] and KM12 53.2[30 µM].
COc1ccc2[nH]c(O)c(N=Nc3nc(-c4ccc(C#N)cc4)cs3)c2c1 was read as SNB-75 -3.1*, SF-539 48.9, SNB-19 77.2, HCC-2998 90.8, SW-620 63.3, DU-145 52.9, HT29 79.1, KM12 78.4 and PC-3 85.7.
Screening c1ccc(C(=C(c2ccc(OCCN3CCCCCC3)cc2)c2ccc(OCCN3CCCCCC3)cc2)C2CCCC2)cc1 returned SNB-75 97.2, SF-539 93.0, SNB-19 98.7, HCC-2998 97.8, SW-620 102.3, DU-145 106.3, HT29 103.9, KM12 99.5 and PC-3 97.6.
For CCOC(=O)C(C(=O)OCC)c1cccc(Cl)c1 the results were SNB-75 86.2, SF-539 100.9, SNB-19 103.6, HCC-2998 93.6, SW-620 104.1, DU-145 118.4, HT29 114.1, KM12 117.4 and PC-3 119.1.
For Cc1nc2ccccc2c(=O)n1-c1ccc2c(c1)nc(C)n2Cc1ccccc1 the results were SNB-75 76.7, SF-539 91.3, SNB-19 108.0, HCC-2998 102.4, SW-620 96.8, DU-145 101.1, HT29 86.8, KM12 95.5 and PC-3 85.2.
`CCCCN1C(=O)c2cccc3c(-c4ccc(-c5nc6c7ccccc7c7ccccc7c6[nH]5)cc4)ccc(c23)C1=O` gave SNB-75 109.5, SF-539 101.1, SNB-19 101.4, HCC-2998 98.5, SW-620 98.5, DU-145 101.0, HT29 93.6, KM12 89.2 and PC-3 83.1.
`CCN(CC)S(=O)(=O)c1ccc(OC)c(N)c1` gave SF-539 113.0, SNB-19 98.9, HCC-2998 100.4, SW-620 105.9, DU-145 121.8, HT29 106.1, KM12 110.9 and PC-3 96.7.
Screening Cc1ncnc2c1CCC2 returned SNB-75 83.1, SF-539 105.8, HCC-2998 108.5, SW-620 102.8, DU-145 108.2, HT29 119.5, KM12 104.6 and PC-3 102.4.
COc1cccc(/C=C\[C@H]2O[C@@H](C)[C@H](O)[C@@H]2O)c1CO was read as SNB-75 99.5, SF-539 109.2, SNB-19 107.1, HCC-2998 109.8, SW-620 105.9, DU-145 112.7, HT29 107.5, KM12 111.9 and PC-3 97.4.
Screening COc1cc(NC(=O)c2cc(O)c(C/C=C(\C)CCC=C(C)C)c(O)c2)cc2c1O[C@]1(C)CC[C@@H](O)C(C)(C)[C@H]1C2 returned SNB-75 0.4*, SF-539 -51.2*, SNB-19 8.7*, HCC-2998 16.4, SW-620 9.0*, DU-145 20.3, HT29 2.1*, KM12 7.4* and PC-3 13.1.
O=C(CCn1cc(F)c(=O)[nH]c1=O)NO was read as SNB-75 59.1, SF-539 98.6, SNB-19 97.5, HCC-2998 100.5, SW-620 101.0, DU-145 106.2, HT29 102.6, KM12 108.9 and PC-3 103.1.
CCOC(=O)C(C#N)C(C)(C)C[N+](=O)[O-] (centres undefined) was read as SNB-75 109.0, SF-539 98.9, SNB-19 96.8, HCC-2998 102.3, SW-620 100.9, DU-145 118.0, HT29 113.7, KM12 103.6 and PC-3 89.9.
`O=C(c1ccc(Nc2nccc(NCCCCNc3ccnc4cc(Cl)ccc34)n2)cc1)N1CCCCC1` gave SNB-75 -23.5*, SF-539 -73.7*, SNB-19 24.7, HCC-2998 -11.2*, SW-620 2.1*, DU-145 51.6, HT29 -11.3*, KM12 54.2 and PC-3 28.7.

An excerpt from above in order of SMILES length, ascending.
CCOC(=O)C(C#N)C(C)(C)C[N+](=O)[O-] (centres undefined) was read as SNB-75 109.0, SF-539 98.9, SNB-19 96.8, HCC-2998 102.3, SW-620 100.9, DU-145 118.0, HT29 113.7, KM12 103.6 and PC-3 89.9.
For Cc1nc2ccccc2c(=O)n1-c1ccc2c(c1)nc(C)n2Cc1ccccc1 the results were SNB-75 76.7, SF-539 91.3, SNB-19 108.0, HCC-2998 102.4, SW-620 96.8, DU-145 101.1, HT29 86.8, KM12 95.5 and PC-3 85.2.
COc1cccc(/C=C\[C@H]2O[C@@H](C)[C@H](O)[C@@H]2O)c1CO was read as SNB-75 99.5, SF-539 109.2, SNB-19 107.1, HCC-2998 109.8, SW-620 105.9, DU-145 112.7, HT29 107.5, KM12 111.9 and PC-3 97.4.
`O=C(c1ccc(Nc2nccc(NCCCCNc3ccnc4cc(Cl)ccc34)n2)cc1)N1CCCCC1` gave SNB-75 -23.5*, SF-539 -73.7*, SNB-19 24.7, HCC-2998 -11.2*, SW-620 2.1*, DU-145 51.6, HT29 -11.3*, KM12 54.2 and PC-3 28.7.
Screening COc1cc(NC(=O)c2cc(O)c(C/C=C(\C)CCC=C(C)C)c(O)c2)cc2c1O[C@]1(C)CC[C@@H](O)C(C)(C)[C@H]1C2 returned SNB-75 0.4*, SF-539 -51.2*, SNB-19 8.7*, HCC-2998 16.4, SW-620 9.0*, DU-145 20.3, HT29 2.1*, KM12 7.4* and PC-3 13.1.

Next part.
Screening O=CNc1cccc(-n2cnc3cc(-c4ccc(O)cc4)ccc32)c1 returned SNB-75 21.4, SF-539 -6.6*, SNB-19 43.3, HCC-2998 43.5, SW-620 46.3, DU-145 43.7, HT29 22.7, KM12 26.4 and PC-3 49.0.
`O=CNc1ccccc1O` gave SNB-75 75.5, SF-539 93.0, SNB-19 98.7, HCC-2998 110.7, SW-620 91.2, DU-145 122.3, HT29 109.1, KM12 113.0 and PC-3 73.5.
For O=C1CC(c2cccc(Cl)c2)c2snc(-c3ccc(F)cc3)c2N1 (centres undefined) the results were SNB-75 95.6, SF-539 99.1, SNB-19 92.1, HCC-2998 92.4, SW-620 100.1, DU-145 107.4, HT29 76.0, KM12 96.4 and PC-3 75.2.
For O=C(O)c1cn(C2CC2)c2cc(N3CCN(C(=O)N/N=C/c4ccc(Cl)cc4)CC3)c(F)cc2c1=O the results were SNB-75 92.2, SF-539 99.0, SNB-19 93.0, HCC-2998 99.8, SW-620 106.7, DU-145 106.0, HT29 103.2, KM12 97.5 and PC-3 94.3.
Screening O=c1c2ccccc2c(-c2ccccc2)nn1-c1ccc(S(=O)(=O)NC(=S)NCc2ccccc2)cc1 returned SNB-75 72.5, SF-539 93.9, SNB-19 96.7, HCC-2998 114.1, SW-620 109.5, DU-145 113.6, HT29 118.7, KM12 102.4 and PC-3 90.6.
Screening Cc1nc(Cl)c2c(n1)N(C)c1ccc(O)cc1C(C)C2 (centres undefined) returned SNB-75 72.8, SF-539 92.0, SNB-19 87.1, HCC-2998 108.9, SW-620 81.4, DU-145 106.8, HT29 91.2, KM12 82.7 and PC-3 71.3.
`O=C(O)C(c1ccccc1)C(Cc1ccccc1)c1ccccc1` (centres undefined) gave SNB-75 79.1, SF-539 105.7, SNB-19 115.1, HCC-2998 100.7, SW-620 103.3, DU-145 108.5, HT29 105.8, KM12 102.0 and PC-3 94.0.
Screening Cc1ccc2c(Cn3cc(CSc4nc5cc(Cl)ccc5o4)nn3)cc(=O)oc2c1 returned SNB-75 102.7, SF-539 101.0, SNB-19 103.6, HCC-2998 107.5, SW-620 103.0, DU-145 109.2, HT29 115.5, KM12 108.8 and PC-3 104.5.
Screening Cc1ccc(-c2nc(N3CCN(CC(=O)Nc4ccc(Cl)c(C(F)(F)F)c4)CC3)c3ccccc3n2)cc1 returned SNB-75 81.2, SF-539 95.9, SNB-19 98.8, HCC-2998 112.0, SW-620 91.7, DU-145 105.3, HT29 89.8, KM12 94.2 and PC-3 79.1.
`O=C1CSc2nnc(CCC(=O)c3nc4ccccc4[nH]3)n2N1` gave SNB-75 104.4, SF-539 94.2, SNB-19 106.5, HCC-2998 109.2, SW-620 102.1, HT29 104.2, KM12 105.5 and PC-3 99.9.
Screening COC(=O)c1ccc2c(c1)Oc1ccccc1-c1cc(C)nn1-2 returned SNB-75 82.0, SF-539 88.3, SNB-19 104.9, HCC-2998 106.3, SW-620 98.8, DU-145 107.9, HT29 98.3, KM12 93.7 and PC-3 85.5.
`COc1cc(/C=C/C(=O)CC(=O)/C=C/c2ccc(OC(=O)CCNC34CC5CC(CC(C5)C3)C4)c(OC)c2)ccc1OC(=O)CCNC12CC3CC(CC(C3)C1)C2` gave SNB-75 7.0*, SF-539 -18.2*, SNB-19 29.6, HCC-2998 34.1, SW-620 8.7*, DU-145 -7.2*, HT29 -70.6*, KM12 5.8* and PC-3 21.0.
Screening CC(C)(C)C(=O)/C=C/c1ccccc1Cl returned SNB-75 96.8, SF-539 104.3, SNB-19 103.6, HCC-2998 101.2, SW-620 105.3, DU-145 105.3, HT29 101.7, KM12 106.4 and PC-3 91.0.
`O=C(CN1CCN(c2cc(=O)[nH]c3ccc(F)cc23)CC1)Nc1cccc([N+](=O)[O-])c1` gave SNB-75 82.9, SF-539 96.3, SNB-19 80.4, HCC-2998 106.2, SW-620 104.9, DU-145 104.3, HT29 103.9, KM12 99.3 and PC-3 85.5.
`Nc1ccccc1NC(=O)CCCCC(=O)Nc1ccc2c(c1)/C(=C/c1ccc[nH]1)C(=O)N2` gave SNB-75 16.9, SF-539 53.1, SNB-19 76.4, HCC-2998 87.5, SW-620 91.3, DU-145 70.7, HT29 67.2, KM12 15.9 and PC-3 81.6.
